# BCLXL inh: Bcl-xL (human) inhibition. actives 0.7% (n = 320,000). GST-Bcl-xL / FITC-Bim BH3 peptide fluorescence polarization. Q07817. inhibition, % at 10.9 µM;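 active = inhibition above the mean of all tested compounds plus 3 SD, cutoff set per campaign, cut at about 30% in these data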;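 note: 0% = DMSO wells and 100% = unlabeled Bim-BH3 peptide competitor; inhibitors lower millipolarization by displacing the labeled peptide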
# GLD-1 RNA inh: GLD-1-TGE RNA interaction inhibition (C. elegans) | purified GLD-1 + fluorescein TGE RNA, fluorescence polarization | actives 0.44% (n = 320,000) | inhibition, % at 5.96 µM | Q17339;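 active = percent inhibition above a per-plate cutoff, the plate mean of test compounds plus 3 SD, cut at about 30% in these data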;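 note: 0% = DMSO wells with GLD-1 and probe and 100% = wells lacking GLD-1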
# Target sequence (Q17339 whole entry, looked up): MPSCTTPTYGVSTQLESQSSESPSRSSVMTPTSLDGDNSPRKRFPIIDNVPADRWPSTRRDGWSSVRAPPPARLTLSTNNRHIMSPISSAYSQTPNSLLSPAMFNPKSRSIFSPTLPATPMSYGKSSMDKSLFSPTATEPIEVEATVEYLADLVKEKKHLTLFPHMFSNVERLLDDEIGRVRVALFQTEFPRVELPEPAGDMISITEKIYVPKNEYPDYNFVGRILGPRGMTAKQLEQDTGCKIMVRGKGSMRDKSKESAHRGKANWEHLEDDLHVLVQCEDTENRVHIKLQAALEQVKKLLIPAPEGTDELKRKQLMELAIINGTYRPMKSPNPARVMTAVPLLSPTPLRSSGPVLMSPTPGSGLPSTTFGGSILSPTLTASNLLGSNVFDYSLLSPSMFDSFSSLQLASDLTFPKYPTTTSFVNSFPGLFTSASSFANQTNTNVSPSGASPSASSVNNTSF
# TPT1 inhibitor: blocks Candida albicans tRNA 2'-phosphotransferase. actives 0.81% (n = 300,000). recombinant caTPT1, FP RNA substrate dephosphorylation. inhibition, % at 5 µM;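 active = inhibition above the mean of all tested compounds plus 3 SD, set per screening campaign, cut at about 24% in these data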;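 note: plate controls were DMSO alone for no effect and ferristatin control at 100 nM for full effect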
# GSTO1 counter: blocks human GSTO1 in RBBP9 counter-screen; P78417; recombinant GSTO1, activity-based probe fluorescence polarization; inhibition, % at 5.96 µM; actives 1.1% (n = 300,000); AID 1974;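 active = inhibition above the campaign mean inhibition plus 3 SD, cut at about 35% in these data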;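 note: 0% = GSTO1-1 with DMSO and 100% = wells lacking GSTO1-1 enzyme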
# MEX-5 binding: C. elegans MEX-5 TCR-2 RNA binding activity. Q9XUB2. MEX-5/FITC-TCR2 RNA binding, fluorescence polarization; hits give low values. activity score (negative = inhibition of binding), % at 10 µM. actives 0.38% (n = 300,000). AID 1832;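 active = inhibition past about -25% in most replicates, and total fluorescence under double the plate's negative control median, limit read from the data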;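 note: 0% = DMSO and -100% = 5 µM competing unlabeled TCR2 RNA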
# PME-1 inh: PME-1 (human) inhibition | actives 0.53% (n = 320,000) | recombinant PME-1, FP-Rh probe fluorescence polarization | inhibition, % at 5.9 µM;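 active = inhibition above the campaign mean of all compounds plus 3 SD, cut at about 26% in these data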;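 note: competitive labeling of PME-1 active site by serine hydrolase directed probe; 0% = PME-1 with DMSO and 100% = wells lacking PME-1 enzyme; inhibitors block probe labeling so polarization falls and inhibition rises; many of its hits are not listed in these tables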
# MCL1-BIM inh: inhibitors of human MCL1 binding to BIM-BH3 peptide. GST-MCL1 / FITC-Bim-BH3 fluorescence polarization. inhibition, % at 10.9 µM. actives 0.68% (n = 320,000). AID 2057;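 active = inhibition above the mean inhibition of all tested compounds plus 3 SD, set per campaign, cut at about 40% in these data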;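 note: 0% = DMSO wells and 100% = unlabeled Bim-BH3 peptide control; higher means more loss of mP so more displacement of Bim peptide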
# Fam108B inh: counter-screen for RBBP9 inhibitors: inhibitors of mouse Fam108B; inhibition, % at 9.51 µM; actives 0.33% (n = 300,000); recombinant Fam108B, FP-Rh probe fluorescence polarization;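 active = inhibition above the screen mean inhibition plus 3 SD, computed separately per campaign, cut at about 18% in these data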;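 note: inhibitors lower polarization as less probe binds the enzyme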
# PAD4 FP inh: blocks human protein arginine deiminase 4; Q9UM07; recombinant PAD4, RCA probe fluorescence polarization; inhibition, % at 6.36 µM; actives 0.41% (n = 330,000);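 active = percent inhibition above a cutoff equal to the mean of all tested compounds plus 3 SD, cut at about 15% in these data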;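 note: 0% = PAD4 with RCA probe and DMSO and 100% = probe without PAD4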
# Target sequence (Q9UM07 whole entry, looked up): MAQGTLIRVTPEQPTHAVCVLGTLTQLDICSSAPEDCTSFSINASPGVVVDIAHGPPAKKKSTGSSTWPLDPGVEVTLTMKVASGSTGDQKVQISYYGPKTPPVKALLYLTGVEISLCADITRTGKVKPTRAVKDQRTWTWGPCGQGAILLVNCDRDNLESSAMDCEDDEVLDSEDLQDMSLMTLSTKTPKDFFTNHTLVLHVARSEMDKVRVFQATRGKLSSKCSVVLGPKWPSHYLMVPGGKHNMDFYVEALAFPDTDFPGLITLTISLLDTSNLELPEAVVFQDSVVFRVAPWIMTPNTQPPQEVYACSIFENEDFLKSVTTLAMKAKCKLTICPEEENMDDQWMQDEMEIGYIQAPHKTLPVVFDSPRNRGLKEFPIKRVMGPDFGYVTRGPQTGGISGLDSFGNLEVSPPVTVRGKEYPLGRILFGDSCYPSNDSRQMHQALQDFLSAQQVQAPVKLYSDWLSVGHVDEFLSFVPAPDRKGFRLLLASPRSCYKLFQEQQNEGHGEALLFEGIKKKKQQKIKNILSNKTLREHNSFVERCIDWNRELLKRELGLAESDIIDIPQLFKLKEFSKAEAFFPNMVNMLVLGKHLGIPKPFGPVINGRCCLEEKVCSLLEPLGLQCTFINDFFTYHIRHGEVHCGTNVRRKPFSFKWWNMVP
# * = called active by the depositor; . = not tested or not shown. The list is partial; the hit share may differ from the screen's.
SMILES,BCLXL inh,GLD-1 RNA inh,TPT1 inhibitor,GSTO1 counter,MEX-5 binding,PME-1 inh,MCL1-BIM inh,Fam108B inh,PAD4 FP inh
CCC1(c2ccccc2)NC(=O)N(CC(=O)Nc2ccc3c(C)cc(=O)oc3c2)C1=O (configuration not stated),-6,3,4,-4,-0.6,-1,-10,2,-1
COC(=O)C1=C(C)N=C2SC(C#N)=C(N)N2C1c1ccc(OCc2ccccc2)cc1 (configuration not stated),1,3,11,-54,-2.0,18,-3,14,0
Cc1ccc(N(CC(O)CN2CCCC2)S(=O)(=O)c2ccccc2)cc1 (configuration not stated),0,8,-2,-8,0.9,-4,3,0,3
COc1ccc(-c2nn(-c3ccccc3)cc2/C=N/O)cc1,5,1,-7,0,0.8,0,2,-5,0
COc1ccc(NC(=O)CN(C)C(=O)c2ccccc2CCc2ccccc2)cc1,-3,4,3,3,-1.1,4,-3,1,1
Cc1ccc(CNC(=O)c2cccc(-n3cnnn3)c2)cc1,-2,3,-3,-1,0.4,-7,3,8,-2
CCOCc1c(C(=O)Nc2ccc3nc(N4CCOCC4)sc3c2)oc2ccccc12,-7,4,.,.,.,6,-7,.,1
Cc1ccc(NC(=O)c2cccc(S(=O)(=O)N3CCCc4ccccc43)c2)nc1,-1,-2,.,.,.,-8,-1,.,0
O=C(N/N=C/c1cccc(OC2CSC2)c1)c1ccccc1O,4,4,-1,-10,-0.9,-13,18,1,-8
CCn1nc(C)c(C2C(C#N)=C(N)Oc3n[nH]c(C)c32)c1C (configuration not stated),0,-4,-4,14,1.1,6,-5,1,-5
Cc1cccc(N(C)S(=O)(=O)c2ccc3c(c2)NC(=O)CC(=O)N3)c1,6,8,0,2,0.5,7,21,2,2
O=C(CSc1ncnc2c1nnn2Cc1ccccc1F)NCC1CCCO1 (configuration not stated),0,7,-4,-1,-0.7,7,0,-1,3
CN(C)c1ccc(NC(=O)CSc2nnc(-c3cccs3)n2Cc2ccco2)cc1,-12,2,-5,0,1.7,1,1,1,5
O=C(Cc1ccccc1)NNC(=O)C1CCN(c2ncccn2)CC1,4,11,-3,2,-2.4,-4,5,1,-1
O=C(/C=C/c1ccco1)NC(=S)Nc1ccc(C(=O)O)cc1,34*,13,6,18,-32*,-33,67*,6,1
Cn1c2ccccc2c(=O)n2c(=O)c3ccccc3cc12,19,21,-2,78*,-9.8,7,15,29*,69*
CC1(C)Cc2c(sc3nc(-c4cccs4)n(N)c(=O)c23)CO1,1,-1,2,-5,-0.8,3,3,-1,1
COc1ccc(Br)cc1/C=C/C(=O)NCC(=O)O,-9,-1,1,0,-1.8,-4,-12,0,-3
Cc1c(C(=O)Nc2ccccc2)sc2ncn(CC(=O)N3CCCCC3)c(=O)c12,3,-1,2,3,-1.3,-2,3,7,3
CCOC(=O)c1c(NC(=S)Nc2ccc(C)cc2)sc2c1CCC2,3,-4,2,0,0.1,-1,11,3,-2
CC(C)=CCN1CCNC(=O)C1CC(=O)NCc1nc(C)c(C)s1 (configuration not stated),8,2,-2,6,1.7,-3,7,1,0
COc1ccc(Nc2c3ccccc3nc3ccccc23)cc1,1,0,-2,-8,-3.1,-43,0,3,-4
CCCN1C(=O)c2cc(C(=O)NC3CCCCCC3)ccc2C1O (configuration not stated),1,7,-2,3,3.3,-2,7,3,2
Cc1nc2c(-c3ccc(F)cc3)c(C)nn2c(C)c1CCC(=O)NC(C)CCc1ccco1 (configuration not stated),3,3,2,4,0.3,-1,2,2,2
COc1cccc(NC(=O)CN(C)C(=O)CSc2ccc3c(c2)OCCO3)c1,0,0,.,.,.,-2,-1,.,3

# Structures from the list above containing a COOH group (2):
SMILES,BCLXL inh,GLD-1 RNA inh,TPT1 inhibitor,GSTO1 counter,MEX-5 binding,PME-1 inh,MCL1-BIM inh,Fam108B inh,PAD4 FP inh
O=C(/C=C/c1ccco1)NC(=S)Nc1ccc(C(=O)O)cc1,34*,13,6,18,-32*,-33,67*,6,1
COc1ccc(Br)cc1/C=C/C(=O)NCC(=O)O,-9,-1,1,0,-1.8,-4,-12,0,-3

# Following part.
SMILES,BCLXL inh,GLD-1 RNA inh,TPT1 inhibitor,GSTO1 counter,MEX-5 binding,PME-1 inh,MCL1-BIM inh,Fam108B inh,PAD4 FP inh
O=C(/C=C/c1ccc(Cl)cc1)N(c1ccccn1)C1CCCCC1,2,5,-1,6,3.3,3,5,0,0
CCOC(=O)CSc1nc(C(C)(C)C)cc(C(F)(F)F)c1C#N,2,2,0,-1,-2.9,1,10,-1,-7
C/C(=N\N1CCN(c2ccccc2)CC1)c1ccncc1,0,9,-2,7,-0.3,-1,-5,2,-2
CCn1c(SCC(=O)NCc2cccs2)nnc1-c1cccs1,-2,2,2,2,1.2,-8,2,4,1
CC(C)n1cc(/C=N/Nc2ccc(C(=O)O)cc2)c2ccccc21,2,1,4,5,-1.7,1,1,5,-8
COc1ccc(C(=O)COC(=O)c2ccccn2)cc1OC,2,0,.,.,.,-7,-2,.,-1
COc1ccc(-c2nnn(-c3ccc(Cl)cc3Cl)c2N)cc1,6,9,-2,1,-2.2,5,3,0,5
CC(Sc1nc(-c2ccccc2)cc(C(F)(F)F)n1)C(=O)Nc1sc2c(c1C(N)=O)CCC2 (configuration not stated),1,2,6,-1,-1.8,4,0,-9,-3
CCOC(=O)CSc1nnc(Cc2cc(=O)[nH]c(=O)[nH]2)n1-c1cccc(OC)c1,1,3,-4,5,-0.5,-3,0,5,-2
Cc1ccc2c(c1)N(Cc1ccccn1)C(=O)C(C)O2 (configuration not stated),4,7,0,-14,-0.1,0,2,-2,-1
CCC(C)n1cnc2c(c1=O)c1nc3ccccc3nc1n2Cc1ccccc1OC (configuration not stated),2,0,-2,1,2.4,1,-5,0,-7
COc1ccc(-c2nnc(NC(=O)C3CC3)o2)cc1,4,1,2,4,-0.9,-3,9,-1,-2
CSc1nc2ccc(S(=O)(=O)N3CCCC3)cc2s1,4,2,-2,6,1.1,-1,5,2,-5
Cc1nc2nc[nH]n2c(=O)c1NS(=O)(=O)c1ccc(C(C)(C)C)cc1,6,3,-5,7,-0.1,4,1,2,0
Cc1ccc(CN2CCN(C(=O)c3ccco3)CC2)cc1,6,3,-1,0,-1.1,0,8,-1,-4
COc1cccc(NC(=O)COC(=O)C2C3CC4OC(=O)C2C4C3)c1 (configuration not stated),5,5,1,5,1.3,-9,2,-1,6
O=C(CCC(=O)NC1CCCCC1)Nc1cccnc1,-1,-1,-1,2,1.6,-5,-6,0,-2
COCC(=O)Nc1c(C(=O)Nc2ccc3c(c2)OCO3)oc2ccccc12,3,0,0,2,-1.5,-3,0,6,3
O=C(NCCCN1CCCC1=O)c1cccc(C(F)(F)F)c1,3,-4,-3,11,-1.5,2,2,3,-1
CN(CC(=O)N1CCc2ccccc21)S(=O)(=O)c1cccs1,4,1,0,-2,2.2,1,-5,0,-8
CCc1c(C)nc(SCC(=O)Nc2c(C)n(C)n(-c3ccccc3)c2=O)[nH]c1=O,6,6,-1,11,-0.8,1,4,4,2
COc1ccc(S(=O)(=O)N2CCC3(CC2)OCCN3S(=O)(=O)c2cccs2)cc1,3,-2,1,8,3.7,7,3,2,1
COc1ccc(NC(C)=[N+](C)CCNS(=O)(=O)c2ccc(Cl)cc2)cc1,-9,4,0,4,-1.9,1,-20,0,-5
COc1ccc(S(=O)(=O)N2CCCCCC2)cc1NC(=O)CN1C(=O)NC(C)(c2ccccc2)C1=O (configuration not stated),-14,-2,2,30,-1.3,1,-19,-3,-2
COc1ccc(NC(=O)CSc2nc3ccccc3n2-c2ccccc2)c([N+](=O)[O-])c1,-3,-1,5,1,0.2,3,-1,-3,0
SMILES,BCLXL inh,GLD-1 RNA inh,TPT1 inhibitor,GSTO1 counter,MEX-5 binding,PME-1 inh,MCL1-BIM inh,Fam108B inh,PAD4 FP inh
Cc1sc(NC(=O)c2ccccc2F)c(CN2CCCCC2C)c1C (configuration not stated),5,4,5,-2,-1.2,-6,-5,-2,-4
COCCCn1c(Cc2csc(Nc3ccccc3)n2)nnc1SCC(N)=O,-3,-2,0,9,0.3,1,5,-6,-4
CN(C)C=Nc1ncc2c3ccccc3n(Cc3ccccc3)c2c1C#N,4,-2,4,-5,1.3,-3,3,3,-1
O=C(NNC(=O)c1ccc2ccccc2n1)c1ccc(O)cc1,4,2,.,.,.,2,9,.,-2
CSc1cccc(NC(=S)N2CCCN(Cc3ccc(F)cc3)C2)c1,1,8,3,19,-0.7,-11,-4,-8,5
N#CC1=C(N)SC(N)=C(C#N)C1CCC1CCCCC1,-44,-59,110*,-131,-5.8,-15,-104,-13,-17
CCOc1ccc(OCc2cccc(C(=O)Nc3ccc(CN4CCCCC4)cc3)c2)cc1,-1,1,-6,-3,0.2,-7,1,-1,6
CCOC(=O)CN1CC23C=CC(O2)C(C(=O)NCc2ccc(C)cc2)C3C1=O (configuration not stated),1,3,0,-2,-1.6,-2,-5,1,3
CC(Sc1nc2c(c(=O)n(C)c(=O)n2C)n1Cc1cc2c(cc1Cl)OCO2)C(=O)O (configuration not stated),-2,3,0,-6,0.8,5,2,2,-3
O=C(NCCN1CCN(C(=O)c2ccc(Br)cc2)CC1)c1ccc(Br)cc1,-2,1,1,-4,-0.9,7,-6,-2,-1
C=C1CCN([C@@H](CC(C)C)C(=O)NCc2ccc(Cl)cc2)S(=O)(=O)c2ccccc21,3,-5,-2,-1,-0.4,2,9,-1,-4
CCc1nnc(NC(=O)CCC(=O)NCCc2ccccc2)s1,-2,4,0,-1,-4.9,-6,-7,1,3
COc1cccc2sc(N(CCCN(C)C)C(=O)c3sc4ccccc4c3Cl)nc12,4,2,2,6,3.1,-5,-1,2,-3
CC1(C)CC2CC(C)(CN2C(=O)COC(=O)c2cccc(O)c2)C1 (configuration not stated),0,-1,.,.,.,1,-2,.,4
Cc1ccc(SCc2nc(-c3ccccn3)no2)cc1,1,1,-8,2,-2.7,0,10,4,1
COc1ccc(S(=O)(=O)NCc2csc(C)n2)cc1OC,0,3,-3,4,0.5,-1,-3,0,-1
COc1cc(NC(=O)c2cccc([N+](=O)[O-])c2)ccc1NC(=O)c1ccco1,-1,-7,-3,3,0.3,-1,6,1,-1
CCNc1nc(-c2cc(C)n(Cc3ccco3)c2C)cs1,41*,14,-5,14,-0.5,-3,46*,4,1
CCCN(CCC)CCNC(=O)C1(O)c2ccccc2NC(=O)N1c1cccc(OC)c1 (configuration not stated),8,1,-4,7,-1.5,-4,14,-2,-4
Cc1cc(OCC(=O)N2CCN(c3ncccn3)CC2)ccc1Cl,2,8,-2,-5,2.6,-3,5,-1,4
Cc1ccc(C2/C(=C(/O)c3ccc(OC(C)C)cc3)C(=O)C(=O)N2CCN2CCOCC2)cc1 (configuration not stated),3,-7,-2,3,2.9,1,1,6,-5
O=C(Nc1nnc(-c2ccc3c(c2)CCCC3)o1)c1ccccc1,2,2,0,-12,-1.3,-3,10,1,-2
COc1ccc(-c2[nH]c3ccccc3c2SCCNC(=O)c2cc3ccccc3oc2=O)cc1,1,3,1,-5,1.0,4,-2,8,1
COc1ccc(S(=O)(=O)Nc2cccnc2)cc1OC,-2,2,-2,5,1.6,-18,3,3,-4
CC(O)c1c(OCc2ccccc2)ncnc1OCc1ccccc1 (configuration not stated),2,4,0,12,0.1,3,2,3,-1
COc1ccccc1NC1=C(Cl)C(=O)N(C2CCCCC2)C1=O,-3,7,0,6,1.7,-2,0,-5,-4
CN(C)C(CNC(=O)C1CCN(S(=O)(=O)c2ccc(Cl)cc2)CC1)c1ccccc1 (configuration not stated),3,4,5,1,0.7,7,-11,0,-3

# Compound activity from PubChem.
